Assay outcomes (PubChem BioAssay)
D2 ag – activates the human D2 dopamine receptor | P14416 | HEK293 T-REx D2 cells, calcium flux agonist mode | activation, % at 2 µM | hit rate 0.53% among 340,000;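 active means activation over 3 SD above normal in the single-dose calcium agonist read, cut at about 30% in these data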; further: 0% is about no effect
Target sequence (P14416 whole entry, looked up): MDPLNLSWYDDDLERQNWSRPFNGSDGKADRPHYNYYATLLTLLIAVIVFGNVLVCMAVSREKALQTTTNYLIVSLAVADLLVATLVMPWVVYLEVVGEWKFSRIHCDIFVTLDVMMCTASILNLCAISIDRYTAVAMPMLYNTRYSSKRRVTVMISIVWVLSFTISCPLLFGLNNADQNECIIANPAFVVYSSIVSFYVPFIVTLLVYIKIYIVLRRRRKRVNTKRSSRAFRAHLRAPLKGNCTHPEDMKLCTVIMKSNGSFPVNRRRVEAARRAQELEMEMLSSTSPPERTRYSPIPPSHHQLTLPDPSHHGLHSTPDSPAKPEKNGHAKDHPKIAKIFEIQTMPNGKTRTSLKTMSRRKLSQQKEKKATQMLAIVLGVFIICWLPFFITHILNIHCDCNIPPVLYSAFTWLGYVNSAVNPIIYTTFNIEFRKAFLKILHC
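In this primary screen, compounds producing a positive calcium signal within 180 s of addition to tetracycline-induced, force-coupled HEK293 Trex D2 cells are flagged; cells are dye-loaded with a no-wash calcium kit beforehand.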
D2 antag – antagonists of human D2 dopamine receptor. P14416. hit rate 2% among 340,000. inhibition, % at 10 µM. HEK293 TREx D2 cells, calcium flux, dopamine EC80; in the data active means inhibition above about 30%; further: 0% is about no effect
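Compounds are added to dye-loaded, induced HEK293 T-REx cells coupled to calcium release via D2; after a 3 min kinetic read an EC80 dopamine stimulus is given and fluorescence is recorded for 3 more min.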
TRHR agonist – agonists of human TRH receptor; activation, % at 2 µM; hit rate 0.18% among 360,000; TRHR cells, calcium flux fluo-8, FDSS agonist mode; in the data active means activation above about 30%; further: 0% is about no effect
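TRHR-expressing cells, plated overnight in medium with 10% serum, were loaded with fluo-8 calcium dye at room temperature. After a 10 s baseline, library compound was pin-added and calcium release was recorded kinetically (ex 480/em 530) as agonist response.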
USP1 inh – inhibitors of human USP1/UAF1 deubiquitinase. hit rate 0.23% among 390,000. recombinant USP1/UAF1, Ub-Rhodamine cleavage fluorescence. O94782. Potency, µM (titrated, usually from 57.1 µM), without a hit: at the top dose activity change, negative = inhibition, hits mostly inhibitors; further: potency means the concentration at half of the fitted maximal effect; on the % scale 0 is the no-effect control and ±100 the full control effect; nearly all actives have a fitted effect of over 60% in size; inactives centre near -12
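USP1/UAF1 complex at 1 nM was preincubated with compound for 15 min at room temperature, then Ub-Rho substrate (150nM final) was added. Fluorescence (480/540 nm) was read kinetically, 6 reads every 60 seconds.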
mIDH1 inhibitor – blocks human mutant IDH1 R132H enzyme. AID 602179. hit rate 0.093% among 390,000. IDH1-R132H enzyme, NADPH consumption, diaphorase/resazurin fluorescence. Potency, µM (titrated, usually from 76.6 µM), for the others: at the highest dose activity change, negative = inhibition, hits mostly inhibitors; further: potency means the concentration at half of the fitted maximal effect; on the % scale 0 is the no-effect control and ±100 the full control effect; nearly all actives have a fitted effect of over 65% in size
Target sequence (O75874 whole entry R132H, stated change not applied): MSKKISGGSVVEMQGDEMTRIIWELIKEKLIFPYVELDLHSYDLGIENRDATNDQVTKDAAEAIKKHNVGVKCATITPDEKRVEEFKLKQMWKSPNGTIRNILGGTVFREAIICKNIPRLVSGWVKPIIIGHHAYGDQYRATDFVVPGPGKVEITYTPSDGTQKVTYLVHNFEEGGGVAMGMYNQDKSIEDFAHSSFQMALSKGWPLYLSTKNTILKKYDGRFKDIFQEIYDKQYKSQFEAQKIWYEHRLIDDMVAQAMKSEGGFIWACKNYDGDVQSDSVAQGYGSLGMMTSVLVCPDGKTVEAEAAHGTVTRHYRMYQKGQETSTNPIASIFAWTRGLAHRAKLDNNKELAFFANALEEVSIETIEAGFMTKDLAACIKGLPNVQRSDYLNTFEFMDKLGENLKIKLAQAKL
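IDH1-R132H (0.5 ug/mL) preincubated 30 min with compound, then NADPH (0.016 mM) and alpha-KG (2 mM) added; 80 min at RT, pH 7.5. Remaining NADPH coupled via diaphorase/resazurin to fluorescence (540/590 nm); concentration-response curves normalized to no-enzyme control.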
TrxR1 substrate – is turned over as a substrate by rat TrxR1; AID 588456; hit rate 0.01% among 390,000; purified TrxR1 substrate turnover, NADPH consumption readout; O89049; Potency, µM (titrated, usually from 114 µM), for the others: at the highest dose activity change, negative = substrate turnover; further: potency means the concentration at half of the fitted maximal effect; on the % scale 0 is the no-effect control and ±100 the full control effect; nearly all actives have a fitted effect of over 50% in size
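Rat TrxR1, dispensed at 90 nM, was prereduced with 400 uM NADPH (final) for 5 min at ~22 deg C, then incubated with compound 15 min before 400 uM selenite. A first-read NADPH fluorescence drop versus no-compound background flagged substrates.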
TrxR1 inh – blocks rat thioredoxin reductase 1; O89049; recombinant rTrxR1, NADPH fluorescence consumption, selenite substrate; Potency, µM (top dose mostly 114 µM), for inactives: top-dose activity change, negative = inhibition, actives largely listed as inhibitors; hit rate 1% among 390,000; further: potency means the concentration at half of the fitted maximal effect; on the % scale 0 is the no-effect control and ±100 the full control effect; nearly all actives have a fitted effect of over 65% in size
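Rat TrxR1 (90 nM in the dispensed reagent) was pre-reduced with 400 uM NADPH for 5 min at room temperature, then incubated with compound for 15 min. After 400 uM selenite was added, NADPH fluorescence (Ex 340/Em 450 nm) was followed for 8 min.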
Pin1 inh – human Pin1 inhibition | AID 504891 | Pin1 FP peptide displacement, HiFluor488, 10 min | hit rate 0.009% among 390,000 | Q13526 | Potency, µM (titrated, usually from 115 µM), for the others: at the top dose activity, negative = inhibition, usual class: inhibitors; active means well fitted inhibition curve with a large enough effect in the polarisation, with a control signal flat, not every such curve was filed as active; inconclusive means small, poorly fitted or top-dose-only effect, or effect the other way, or a change in a side signal; inactive means no such curve, though single readings can be large or run the other way; the % refers to the polarisation; further: potency means the concentration at half of the fitted maximal effect; on the % scale 0 is the no-effect control and ±100 the full control effect
Target sequence (Q13526 whole entry, looked up): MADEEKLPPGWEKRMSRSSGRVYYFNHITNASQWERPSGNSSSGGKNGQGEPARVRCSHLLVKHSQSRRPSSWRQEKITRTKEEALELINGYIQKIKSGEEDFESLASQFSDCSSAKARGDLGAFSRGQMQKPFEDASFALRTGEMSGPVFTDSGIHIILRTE
TRHR PAM – TRH receptor (human) allosteric enhancement | hit rate 0.66% among 360,000 | TRHR cells, fluo-8 calcium fluorescence, EC20 TRH enhancement | AID 493056 | enhancement, % at 2 µM; in the data active means enhancement above about 30%; further: 0% is about no effect
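Enhancer read-out: after compound pinning and an initial kinetic agonist-mode read, an EC20 of TRH (10 nM final) was injected and fluo-8 calcium signal (Ex 480/Em 530) followed at 1 s/cycle for 100 cycles in TRHR-expressing cells.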
Numbers without * were called inactive; u = inconclusive; x = not tested or not shown; [ ] = another dose, or the depositor's remark. Unless noted, the call rests on the fitted dose curve; in most records, active means well fitted inhibition curve with a large enough effect; inconclusive means small, poorly fitted or top-dose-only effect; inactive means no such curve, though single readings can be large or run the other way. Some of the compounds tested (hit frequency here may not be typical).

#	compound	D2 ag	D2 antag	TRHR agonist	USP1 inh	mIDH1 inhibitor
1	Cc1ccc(-c2cn3cccnc3n2)cc1	-0.2	8	-0.3	-9%	15%
2	C/C(=N\NC(=O)OC(C)(C)C)c1ccccc1Br	-0.9	3	-1.7	-6%	6%
3	CC(C)C(OC(=O)/C=C/c1ccc2c(c1)OCO2)C(=O)NC(N)=O (stereo not given)	0.1	11	-0.2	4%	0%
4	CCOC(=O)C1CCN(S(=O)(=O)c2ccc(OC)c(C(=O)N3CCCCCC3)c2)CC1	0.0	3	-1.4	-9%	0%
5	CC(=O)c1ccc(NC(=O)Nc2ccc([N+](=O)[O-])cc2)cc1	8.2	8	2.3	-14%	2%
6	Cc1nc(-c2cc(-c3ccc(Cl)cc3)no2)cs1	1.1	-3	-0.2	-18%	10%
7	CCC(C)(C)NC(=O)C(c1cccc(OC)c1OC)N(CCC(C)C)C(=O)CCC(=O)Nc1cc(C)on1 (stereo not given)	-0.9	-4	-0.2	-16%	-4%
8	COc1ccc(S(N)(=O)=O)cc1C(N)=O	-1.4	1	-0.8	-16%	3%
9	COc1ccc(NC(=O)CC2C(=O)N(c3ccccc3)C(=O)N2Cc2cccnc2)cc1 (stereo not given)	0.7	x	0.2	-12%	14%
10	Cc1cc2n(n1)SC(Nc1ccc(F)cc1)N2 (stereo not given)	0.1	2	0.2	2%	-2%

#	TrxR1 substrate	TrxR1 inh	Pin1 inh	TRHR PAM
1	664%[activator][57.1 µM]	u	-2%	7
2	8%	21%[57.1 µM]	0%	10
3	12%[57.1 µM]	20%	1%	4
4	-1%[57.1 µM]	0%[57.1 µM]	-1%	4
5	-1%	-7%	-6%	-1
6	0%	4%	1%	-9
7	-5%	4%	6%	-3
8	5%	13%	2%	7
9	4%	17%	0%	3
10	0%	u	5%	-6

Next records follow.
#	compound	D2 ag	D2 antag	TRHR agonist	USP1 inh	mIDH1 inhibitor
11	CCN1CCCC(CO)(Cc2ccccc2)C1 (stereo not given)	0.7	4	0.5	-25%	-5%
12	COc1cc(/C=C2\SC(=S)N(NS(=O)(=O)c3ccc(C)cc3)C2=O)cc(OC)c1OC	-0.5	0	-0.1	-13%	-3%
13	CC1CCN(c2c(NCc3ccc(C(=O)NCCc4ccc(Cl)cc4)cc3)c(=O)c2=O)CC1	0.8	-10	0.5	-17%	-11%
14	Cc1ccc(C)c(N2CCN(C(=O)CN3CCSc4ccccc43)CC2)c1	0.3	x	0.6	u	-12%
15	Fc1ccccc1-c1nc(-c2ccc(Cl)cc2)no1	x	x	x	-16%	4%
16	Cc1cc(=O)oc2c1c(C)nn2-c1ccc(C(=O)OC(C)C)cc1	0.8	2	-1.6	x	x
17	Cc1ccc(C(=O)NCc2ccc(N3CCN(C)CC3)cc2)cc1C	-0.1	20	1.5	-12%	18%
18	COC1C(CO)OC(n2c3c(Cl)cccc3c3c4c(c5c6cccc(Cl)c6[nH]c5c32)C(=O)NC4=O)C(O)C1O (stereo not given)	x	x	x	u	1%
19	O=c1[nH]c(C2CCN(S(=O)(=O)Cc3ccccc3)CC2)nc2c1nnn2Cc1cccc(Cl)c1	-0.5	-3	0.0	-18%	0%
20	CCC(C)NCCOCCOc1ccc(Cl)cc1Br (stereo not given)	x	x	2.3	-14%	4%

#	TrxR1 substrate	TrxR1 inh	Pin1 inh	TRHR PAM
11	4%[57.1 µM]	18%[57.1 µM]	5%	-3
12	-12%	-15%	8%	-2
13	4%	19%	-1%	-7
14	0%[57.1 µM]	17%[57.1 µM]	-1%	3
15	6%	24%	-2%	x
16	x	x	x	11
17	7%	18%	-1%	2
18	-4%[11.4 µM]	-7%[11.4 µM]	u	x
19	3%	38%[activator]	13%	0
20	11%[57.1 µM]	20%[57.1 µM]	2%	-3

The list continues:
#	compound	D2 ag	D2 antag	TRHR agonist	USP1 inh	mIDH1 inhibitor
21	NC(=O)c1ccsc1NC(=O)COC(=O)COc1ccccc1[N+](=O)[O-]	-0.3	-1	-0.5	-21%	1%
22	CCOC(=O)c1ccc(NS(=O)(=O)c2cn(C)cn2)cc1	x	x	-0.2	u	2%
23	COC(=O)Nc1ncc(CN2C(=O)c3ccccc3C2=O)s1	x	x	-0.3	-14%	2%
24	O=C(CSc1nnc(CNc2ccc(Cl)cc2)o1)Nc1nc2ccccc2s1	0.3	12	0.1	-18%	6%
25	COCCCNC(=S)N(CCO)Cc1cc2cc3c(cc2[nH]c1=O)OCCO3	-1.6	-3	0.1	-20%	0%
26	CCOc1ccc(NC(=O)Cn2cc(C(=O)c3ccc(F)cc3)c(=O)c3cc4c(cc32)OCCO4)cc1	1.3	x	0.4	-13%	-12%
27	O=C(N/C(=C/c1ccccc1)C(=O)N1CCCCC1)c1ccco1	x	x	0.2	-18%	0%
28	CCc1nc2ccc(C(=O)NCCc3ccc(SC)cc3)cc2nc1CC	0.2	x	-0.1	u	-15%
29	CCOC(=O)c1c(NC(=O)C2CC=CCC2C(=O)O)sc(C)c1CC (stereo not given)	-0.1	7	-0.7	-23%	4%
30	Cc1nn(-c2ccccc2)c(Cl)c1C(=O)OCC(=O)NCCc1ccccc1	0.0	20	-0.6	-3%	2%

#	TrxR1 substrate	TrxR1 inh	Pin1 inh	TRHR PAM
21	4%	10%	-1%	0
22	-9%	7%	5%	5
23	2%	-4%	-4%	5
24	5%[57.1 µM]	10%	1%	-5
25	43%[activator]	15%	-1%	10
26	-7%	1%	-5%	2
27	3%	13%	-7%	-1
28	2%[57.1 µM]	17%[57.1 µM]	-4%	-6
29	0%	22%	-8%	-5
30	-4%	1%	u	2

Going on with the list.
#	compound	D2 ag	D2 antag	TRHR agonist	USP1 inh	mIDH1 inhibitor
31	Cn1ncc(Br)c1C(=O)Nc1cccc(C(F)(F)F)c1	2.0	7	0.5	-20%	11%
32	CN(Cc1ccco1)C(=O)C1CCN(c2nnc(-n3cccc3)s2)CC1	0.0	-8	-0.6	-7%	-10%
33	COc1cccc(-c2nc(SCc3cc(=O)c4ccc(C)c(C)c4[nH]3)n[nH]2)c1	-0.9	x	-0.2	2%	14%
34	COc1ccc2cc(-c3ccccc3F)ncc2c1	-0.6	10	0.3	-26%	27%
35	CC(C)CCn1c(N2CCOCC2)nc2c1c(=O)n(CC(N)=O)c(=O)n2C	-0.4	1	0.8	-4%	-4%
36	O=C(CCNS(=O)(=O)c1ccccc1)N1CCOCC1	x	x	0.5	-19%	0%
37	Cc1ccccc1NC(=O)Nc1ccccc1Br	-0.1	13	0.4	-12%	-5%
38	CC(C)OC(=O)CC1C(=O)NCCN1C(=S)NC(=O)c1ccccc1 (stereo not given)	-2.4	0	-0.2	-23%	7%
39	CCOC(=O)c1nc(NCc2ccccc2C)c2ccccc2n1	-1.4	-2	-0.1	-12%	-1%
40	COc1cc(-c2onc3ccc(Br)cc23)cc(OC)c1OC	-0.1	-8	-1.2	-19%	-6%

#	TrxR1 substrate	TrxR1 inh	Pin1 inh	TRHR PAM
31	0%	8%	-3%	6
32	-4%	-2%	-1%	3
33	3%[57.1 µM]	8%[57.1 µM]	-2%	-3
34	9%	9%	-6%	6
35	-12%	20%[57.1 µM]	-2%	6
36	6%	21%	-8%	-5
37	6%	25%	0%	-2
38	4%	-22%	-8%	-14
39	8%[57.1 µM]	12%[57.1 µM]	-9%	2
40	7%[57.1 µM]	7%[57.1 µM]	-1%	-3

(list continues)
#	compound	D2 ag	D2 antag	TRHR agonist	USP1 inh	mIDH1 inhibitor
41	Cc1noc(C)c1C(=O)NCc1ccccc1Br	0.0	2	0.0	-9%	2%
42	COc1ccccc1C(=O)N(CN1CCCC1=O)c1cccc(Cl)c1	x	x	0.0	-3%	-3%
43	CC(=O)Nc1ccc(C(=S)NCCCO)cc1	9.3	6	1.5	-16%	8%
44	Nc1cc(OCC(F)(F)F)cc([N+](=O)[O-])c1	-1.7	-1	-0.2	-12%	8%
45	COc1ccc(-n2nc3cc(C)c(NC(C)=O)cc3n2)cc1	1.7	-3	0.0	0%	-13%
46	COCCNc1c(-c2cc3ccc(C)c(C)c3[nH]c2=O)nc2ccccn12	-1.8	5	-0.3	-1%	6%
47	CCCn1c(=N)n(CC(O)COc2ccc(C)cc2)c2ccccc21 (stereo not given)	0.1	4	0.0	-9%	-2%
48	CCCC[C@@H]1CNC(=S)N1CCCC	0.0	-5	-0.6	-21%	-2%
49	O=C(c1cccc(Cl)c1)N1CCN(Cc2ccncc2)CC1	0.7	-19	0.3	2%	1%
50	CCc1cc2cc3c(cc2nc1SCC(=O)Nc1nnc(C)s1)OCCO3	x	x	0.5	0%	-1%
51	COc1cc2c(cc1OC)CN(Cc1cc(=O)n3cc(C)ccc3n1)CC2	1.0	-6	0.6	-12%	4%

#	TrxR1 substrate	TrxR1 inh	Pin1 inh	TRHR PAM
41	6%	25%	-18%	8
42	-2%	7%	-5%	-1
43	-8%[57.1 µM]	37%[57.1 µM]	1%	-4
44	-5%	4%	-2%	-9
45	82%[activator][57.1 µM]	-26%[57.1 µM]	-3%	-4
46	0%[57.1 µM]	-1%[57.1 µM]	3%	7
47	2%	6%[57.1 µM]	13%	-2
48	21%	21%	-4%	-3
49	-6%	-28%	-16%	2
50	8%	7%	6%	-5
51	13%[57.1 µM]	36%[57.1 µM]	-2%	5

4 compounds already listed, ordered by the number in TrxR1 substrate, smallest number first:
nr | canonical_smiles | TrxR1 substrate
49 | O=C(c1cccc(Cl)c1)N1CCN(Cc2ccncc2)CC1 | -6%
42 | COc1ccccc1C(=O)N(CN1CCCC1=O)c1cccc(Cl)c1 | -2%
41 | Cc1noc(C)c1C(=O)NCc1ccccc1Br | 6%
48 | CCCC[C@@H]1CNC(=S)N1CCCC | 21%
